KCNQ1 pot: human KCNQ1 channel potentiation or activation | P51787 | CHO-K1 KCNQ1, thallium flux FluxOR fluorescence; hits give high values | B-score at 10 µM | 0.35% of 310,000 active | AID 2648;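 active = fluorescence ratio B-score, a plate-corrected score, at least three library SD, with initial intensity B-score within 5 SD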
Target sequence (P51787 whole entry, looked up): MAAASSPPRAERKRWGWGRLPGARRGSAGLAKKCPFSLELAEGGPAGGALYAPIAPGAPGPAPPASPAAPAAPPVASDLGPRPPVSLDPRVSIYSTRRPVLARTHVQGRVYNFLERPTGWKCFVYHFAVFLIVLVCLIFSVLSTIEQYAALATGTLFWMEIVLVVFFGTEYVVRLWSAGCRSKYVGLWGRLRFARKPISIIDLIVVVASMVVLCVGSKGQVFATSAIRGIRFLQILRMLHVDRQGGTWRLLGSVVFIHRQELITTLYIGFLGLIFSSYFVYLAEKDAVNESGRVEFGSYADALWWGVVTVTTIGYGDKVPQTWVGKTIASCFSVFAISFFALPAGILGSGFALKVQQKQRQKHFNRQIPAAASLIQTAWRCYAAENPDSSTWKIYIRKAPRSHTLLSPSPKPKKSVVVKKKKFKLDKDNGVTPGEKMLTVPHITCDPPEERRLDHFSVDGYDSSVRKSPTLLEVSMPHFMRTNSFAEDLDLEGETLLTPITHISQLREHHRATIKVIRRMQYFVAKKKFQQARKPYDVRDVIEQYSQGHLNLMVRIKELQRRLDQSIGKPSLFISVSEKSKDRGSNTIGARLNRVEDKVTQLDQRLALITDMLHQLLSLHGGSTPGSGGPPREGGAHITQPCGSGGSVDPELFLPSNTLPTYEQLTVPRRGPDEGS
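System: CHO-K1 cells stably expressing KCNQ1 / Medium: assay buffer for compound exposure, DMSO matched across wells / Reagent: thallium- and potassium-containing depolarizing buffer / Compound: one concentration, matched DMSO / Incubation: 20 min compound pretreatment at room temperature / Measured by: kinetic FluxOR fluorescence, 10 s baseline plus 110 s post-stimulus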
TRPC4 act: opens the mouse TRPC4 cation channel. Q9QUQ5. HEK293 TRPC4beta/mu-opioid, Fluo4 calcium fluorescence; hits give high values. B-score at 10 µM. 0.49% of 310,000 active;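 active = B-score above 5 SD of library B-scores, and initial fluorescence ratio not above library mean plus 5 SD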;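 note: positive B-score marks a calcium rise read as TRPC4 activation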
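Material: HEK293 stable line with TRPC4beta plus mu-opioid receptor; technique: Fluo4 calcium-sensitive dye fluorescence, kinetic, 1 Hz baseline; timing: Fluo4 dye loading 45 min at room temperature, 110 s recording; controls: assay buffer as low control, maximal DAMGO as high control; read-out: integrated baseline-normalised fluorescence ratio, converted to per-well B score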
ANO1 activ: mouse TMEM16A channel activation, primary screen; Q8BHY3; B-score at 10 µM; HEK293 TMEM16A/YFP-H148Q/I152L, iodide quench fluorescence; hits give low values; 0.3% of 340,000 active;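 active = fluorescence-ratio B-score plate-corrected deviation score at least 3 library SD below zero, with starting fluorescence score within 5 deviations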;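 note: channel opened by trigger with iodide after compound preincubation; score built on the fluorescence ratio of max minus min over baseline; more negative score means more quench and so TMEM16A activation or potentiation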
HDAC3 inh: blocks human histone deacetylase 3; AID 2718; inhibition, % at 8.3 µM; O15379; 0.15% of 320,000 active; recombinant HDAC3, fluorogenic peptide/trypsin coupled, fluorescence; in the data active = inhibition above about 26%, passing the limit was not always enough; inconclusive = no clear call, values can overlap the other calls
Target sequence (O15379 whole entry, looked up): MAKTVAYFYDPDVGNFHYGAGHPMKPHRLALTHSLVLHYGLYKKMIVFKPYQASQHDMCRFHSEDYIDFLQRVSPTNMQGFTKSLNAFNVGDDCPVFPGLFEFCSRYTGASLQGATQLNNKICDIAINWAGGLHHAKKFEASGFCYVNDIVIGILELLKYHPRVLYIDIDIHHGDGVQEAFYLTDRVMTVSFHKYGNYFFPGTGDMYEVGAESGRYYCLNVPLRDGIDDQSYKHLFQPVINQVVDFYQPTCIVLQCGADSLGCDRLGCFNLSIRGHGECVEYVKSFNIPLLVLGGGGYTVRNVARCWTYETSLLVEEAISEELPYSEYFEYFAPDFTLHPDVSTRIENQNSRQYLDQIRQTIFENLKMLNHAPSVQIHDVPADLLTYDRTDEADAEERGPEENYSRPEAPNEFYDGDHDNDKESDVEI
KCNK9 inh: blocks the human KCNK9 two-pore domain potassium channel. B-score at 10 µM. AID 488922. 1.2% of 310,000 active. Q9NPC2. HEK293 KCNK9, FluxOR thallium flux fluorescence; hits give low values;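 active = ratio B-score over 3 SD below the library mean, with starting fluorescence within 5 SD of its mean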;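 note: negative B-score means less thallium flux so channel inhibition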
KCNK3 block: human KCNK3 channel inhibition, primary screen; B-score at 10 µM; CHO-KCNK3 thallium flux, FluxOR fluorescence; hits give low values; 0.84% of 340,000 active; O14649;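 active = B-score under library mean minus 4 SD, starting fluorescence ratio at most library mean plus 5 SD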;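 note: more negative B-score means stronger inhibition of thallium flux through KCNK3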
KCNQ1 block: blocks the human KCNQ1 potassium channel; B-score at 10 µM; P51787; 1.3% of 310,000 active; CHO-K1 KCNQ1, FluxOR thallium flux fluorescence; hits give high values; AID 2642;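 active = compounds whose thallium flux B-score, printed positive for inhibition, exceeds three library SD while starting fluorescence stays within three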;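 note: channel opened by potassium depolarization with thallium stimulus after 20 min compound exposure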
DYRK1A inh: blocks rat Dyrk1A kinase activity | AID 504441 | inhibition, % at 12.5 µM | ADP-Glo luminescence, NFATc1 peptide | 0.43% of 310,000 active; in the data active = inhibition above about 50%;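 note: plate controls were vehicle with enzyme for no effect and no enzyme for full effect; many of its hits are not listed in these tables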
hERG protect: hERG (human) protection from proarrhythmic block. Q12809. activation (rescue from dofetilide block), less the hit threshold, % at 10 µM. AID 1511. 0.51% of 310,000 active. CHO-hERG, FluxOR thallium flux, dofetilide IC70 present;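 active = activation above the mean of controls blocked by dofetilide plus 5 SD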;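 note: thallium influx through hERG after potassium depolarization seen as dye fluorescence rise; in these data hits start at about 4.7%; inactives centre near -7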
TRPC4 potent: allosterically enhances the mouse TRPC4 cation channel; Q9QUQ5; HEK293 TRPC4beta/mu-opioid, DAMGO EC20, Fluo-4 Ca2+ flux; hits give high values; B-score at 10 µM; 0.42% of 310,000 active;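 active = B-score of calcium response area above 5 SD of library B-scores, with initial fluorescence ratio within 5 SD of library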;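 note: B-score of integrated fluorescence ratio over time as area under calcium response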
TMEM16A inh: inhibitors of mouse TMEM16A calcium-activated chloride channel | HEK293 TMEM16A/YFP iodide influx fluorescence, ionomycin | normalized B-score (activity score, 25-100; higher = stronger inhibition) at 10 µM | 1.2% of 310,000 active;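 active = ratio plate-corrected score three or more library SD toward inhibition, starting fluorescence score within five deviations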;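 note: score derived from kinetic fluorescence span divided by baseline fluorescence per well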
Numbers without * were called inactive; i = inactive; ? = inconclusive; · = not tested or not shown. These rows are one share of the data; rates above refer to the full screens.

Values in the order: KCNQ1 pot, TRPC4 act, ANO1 activ, HDAC3 inh, KCNK9 inh, KCNK3 block, KCNQ1 block, DYRK1A inh, hERG protect, TRPC4 potent, TMEM16A inh
Cc1ccc(NC(=O)c2nccnc2C(=O)O)cc1C
→ i, i, i, -1, i, i, i, -1, -12, i, i
Nc1ccccc1C(=O)NC1CCCNC1=O (centres undefined)
→ i, i, i, -10, i, i, i, ·, -2, i, i
Cc1cc2oc(=O)cc(CN3CCN(Cc4ccccc4)CC3)c2cc1O
→ i, 79*, i, 1, i, i, i, 2, -6, i, i
Cn1c(-c2cccc([N+](=O)[O-])c2)cnc1NCc1ccc(C#N)cc1
→ i, i, i, 3, i, i, i, 0, -4, i, i
CC(C)N(C(=O)Cn1cc(SCC(N)=O)c2ccccc21)C(C)C
→ i, i, i, 3, i, i, i, ·, -10, i, i
CCOC(=O)c1[nH]c2ccccc2c1NC(=O)C(C)(C)C
→ i, i, i, -2, i, i, i, -4, -13, i, i
COc1cccc(N2CC(C(=O)Nc3nnc(SCC(=O)N4CCOCC4)s3)CC2=O)c1 (centres undefined)
→ i, i, i, 5, i, i, i, -1, -11, i, i
COc1ccc(S(=O)(=O)N2CCNC(=O)C2)cc1Br
→ i, i, i, 5, i, i, i, -8, -10, i, i
O=C(OCC(=O)c1ccc(Cl)s1)c1ccc(CO)cc1
→ i, i, i, 5, i, i, i, 15, -17, i, i
CCc1ccc2c(c1)c1nnc(NN)nc1n2C
→ i, i, i, 5, i, i, i, 4, -2, i, i
CCn1c(CNC(=O)c2cccc(C)c2)nnc1SCC(=O)NC1CCCC1
→ i, i, i, 0, i, i, i, -3, -1, i, i
CN(CCO)C(=O)CCC(=O)Nc1ccc(S(N)(=O)=O)cc1
→ i, i, i, -6, i, i, i, -4, -10, i, i
COc1ccccc1NC(=O)C(C)OC(=O)Cc1n[nH]c(=O)c2ccccc12 (centres undefined)
→ i, i, i, 15, i, i, i, 4, -9, i, i
COc1ccc(OCc2nnc(SCC(=O)N3CCOCC3)o2)cc1
→ i, i, i, 6, i, i, i, 2, -3, i, i
COc1cccc(-c2cc(C(=O)N3CCN(C(=O)c4ccco4)CC3)[nH]n2)c1
→ i, i, i, -8, i, i, i, 6, -12, i, i
CC(=O)c1ccc(NC(=O)c2noc(C)c2[N+](=O)[O-])cc1
→ i, i, i, -8, i, i, i, 1, -4, i, i
Cc1c(C(=O)N2CCOCC2)c(S(=O)(=O)Nc2cccc(Br)c2)c(C)n1C
→ i, i, i, 4, i, i, i, -10, -5, i, i
CC(C)C(=O)O/N=C1\CCS(=O)(=O)c2sccc21
→ i, i, i, 7, i, i, i, 3, -18, i, i
CCOc1ccc(S(=O)(=O)NCCC(=O)N(CC)CC(=O)Nc2c(F)cccc2F)cc1
→ i, i, i, 3, i, i, i, 1, -10, i, i
CCN(CC(=O)Nc1ccccc1C(F)(F)F)C(=O)CN1C(=O)NC2(CCCCC2)C1=O
→ i, i, i, 5, i, i, i, 6, -16, i, i
O=C(c1ccccc1F)N1CCN(c2ccccc2)CC1
→ i, i, i, 1, i, i, i, -8, -7, i, i
O=C(Nc1cccnc1Cl)c1cc(-c2ccc(O)cc2)on1
→ i, i, i, 4, i, i, i, 1, -5, i, i
NC(=NCCc1ccccc1)NS(=O)(=O)c1ccccc1
→ i, i, i, 0, i, i, i, 2, -2, i, i
CCC(=O)c1ccc(OCC(O)CN2CCOCC2)cc1 (centres undefined)
→ i, i, i, -2, i, i, i, 5, -6, i, i
COC(=O)c1ccccc1NC(=O)CSc1nnc(-c2cccnc2)o1
→ i, i, i, -5, i, i, i, 0, -4, i, i
COC(=O)c1ccc(NS(=O)(=O)c2cc3c4c(c2)CCN4C(=O)CC3)cc1
→ i, i, i, -8, i, i, i, 0, -6, i, i
CN(C)CCCN(C(=O)c1ccc(C(=O)c2ccccc2)cc1)c1nc2cc3c(cc2s1)OCCO3
→ i, i, i, 5, i, i, i, 1, -24, i, i
CCN(CC)S(=O)(=O)c1ccc(Cl)c(NC(=O)COC(=O)c2c(C)noc2C)c1
→ i, i, i, 9, i, i, i, -1, 1, i, i
CC(C)CC(=O)NC(=S)Nc1ccc(S(=O)(=O)Nc2nccs2)cc1
→ i, i, i, 2, i, i, i, 0, -10, i, i
O=C(COC(=O)C1CC1)Nc1ccc2c(c1)OCO2
→ i, i, i, -6, i, i, i, -3, -2, i, i
CCOC(=O)C1(Cc2cccc(Cl)c2)CCCN(C(=O)c2cccc(C)n2)C1 (centres undefined)
→ i, i, i, 4, i, i, i, 6, -7, i, i
CC(=O)CCn1c(=O)n(CCC(C)=O)c(=O)n(CCC(C)=O)c1=O
→ ·, ·, i, 3, ·, i, ·, -3, ·, ·, i
CCNC(=O)CCn1nc(-c2ccc(Cl)cc2)c2ccccc2c1=O
→ i, i, i, -6, i, i, i, 4, -2, i, i
C=C1C(C(=O)Nc2ccc(OCC)cc2)C1C(=O)Nc1ccc(OCC)cc1 (centres undefined)
→ i, i, i, 1, i, i, i, 1, -5, i, i
CC12COC3(C(=O)Nc4ccc([N+](=O)[O-])cc4)CC1CCC32C (centres undefined)
→ i, i, i, -4, i, i, i, -4, -8, i, i
COC(=O)c1c(N)n(-c2ccc(NC(C)=O)cc2)c2nc3ccccc3nc12
→ i, i, i, -50, i, i, i, 8, -12, i, i
O=C(O)CC1c2ccccc2CCN1S(=O)(=O)c1cccs1 (centres undefined)
→ i, i, i, -1, i, i, i, ·, -10, i, i
NC1=NC(=O)/C(=C/c2cccc(-c3ccc(S(N)(=O)=O)cc3)c2)S1
→ i, i, i, -12, i, i, i, 10, -6, i, i
Cc1cccc(NC(=O)NNC(=O)c2cc(-c3ccccc3Cl)nc3ccccc23)c1
→ i, i, i, ?, i, i, i, 7, -21, i, i
CC(=O)N1CCN(c2nc3ccc([N+](=O)[O-])cc3s2)CC1
→ i, i, i, -1, i, i, i, 23, -4, i, i
Cc1nnc(SCCn2c(Br)nc3c2c(=O)[nH]c(=O)n3C)s1
→ i, i, i, 2, i, i, i, -6, -7, i, i
O=C(CC1C(=O)NCCN1C/C=C/c1ccccc1)NCCc1ccncc1 (centres undefined)
→ i, i, i, 1, i, i, i, -8, -8, i, i
O=C(CNC(=S)NC(=O)c1ccco1)c1ccccc1
→ i, i, i, -6, i, i, i, -4, -6, i, i
CCC(C)(C)n1nnnc1C(c1cccnc1)N1CCN(c2cccc(C(F)(F)F)c2)CC1 (centres undefined)
→ i, i, i, 12, -11*, i, i, -2, -9, i, i
COc1ccc(OC)c(C2C(C#N)=C(N)Oc3cc(C)[nH]c(=O)c32)c1 (centres undefined)
→ i, i, i, -2, i, i, i, 1, -12, i, i
O=C(c1ccc(S(=O)(=O)N2CCCCCC2)cc1)N(c1ccccn1)C1CCCCC1
→ i, i, i, -2, i, i, i, -7, -7, i, i
COc1ccc(C2(C)NC(=O)N(CC(=O)Nc3ccc4c(c3)OCO4)C2=O)cc1OC (centres undefined)
→ i, i, i, -7, i, i, i, -2, -5, i, i
CCCCN(CCCC)CCNC(=O)CN1C(=O)COc2ccc(S(=O)(=O)N3CCC(C)CC3)cc21
→ i, i, i, 2, i, i, i, -2, -6, i, i
COc1ccc2c(-c3cccnc3)cc(=O)[nH]c2c1
→ i, i, i, 2, i, i, i, 2, -3, i, i
O=C(NCc1ccc2c(c1)OCO2)C1CC(c2ccc(Cl)cc2)=NO1 (centres undefined)
→ i, i, i, 5, i, i, i, 0, -9, i, i
O=C(Nc1ccc(NC(=O)c2ccc(Cl)cc2Cl)cc1)c1cccs1
→ i, i, i, -13, i, i, i, -6, -8, i, i
Cc1ccc(C(=O)N(CC(=O)NC2CCCCC2)c2ccccc2F)s1
→ i, i, i, -4, i, i, i, 2, -13, i, i
COc1cc2c(cc1NC(=O)CCC(=O)O)oc1ccccc12
→ i, i, i, -3, i, i, i, 2, -4, i, i
COc1cc2c(cc1NC(=O)Cc1ccc(C)cc1)oc1ccccc12
→ i, i, i, 9, i, i, i, 1, -4, i, i
COc1ccc(OC)c(NC(=O)CSc2nc3ccccc3c(=O)n2CC2CCCO2)c1 (centres undefined)
→ i, i, i, -2, i, i, i, -5, -7, i, i
Cc1ccc2[nH]c3c(c2c1)CCC3=O
→ i, i, i, -14, i, i, i, -4, -5, i, i
CCOc1cc(C2Nc3ccccc3NC3=C2C(=O)CC(C)(C)C3)ccc1O (centres undefined)
→ i, i, i, 0, i, i, i, -1, -2, i, i
CCOC(=O)C1CCCN(C(=S)Nc2cccc(Cl)c2)C1 (centres undefined)
→ i, i, i, 1, i, i, i, 4, -6, i, i
O=C(CCC(=O)N1CCOc2ccccc21)Nc1ccccc1Br
→ i, i, i, -2, i, i, i, 3, -5, i, i
CCN(c1ccccc1)S(=O)(=O)c1cc(C(=O)O)ccc1C
→ i, i, i, -4, i, i, i, -1, -6, i, i

Copied from the list:
COc1ccc(OC)c(NC(=O)CSc2nc3ccccc3c(=O)n2CC2CCCO2)c1 (centres undefined) @ DYRK1A inh = -5
COc1cc2c(cc1NC(=O)CCC(=O)O)oc1ccccc12 @ HDAC3 inh = -3

More entries follow.
Values in the order: KCNQ1 pot, TRPC4 act, ANO1 activ, HDAC3 inh, KCNK9 inh, KCNK3 block, KCNQ1 block, DYRK1A inh, hERG protect, TRPC4 potent, TMEM16A inh
CCOc1ccccc1NC(=O)/C(C#N)=C/c1c(C)nn(-c2ccc(F)cc2)c1Cl
→ i, i, i, -8, i, i, i, -1, -3, i, i
CCC(C)[C@H](NC(=O)NCc1ccco1)C(=O)O (some centres undefined)
→ i, i, i, 5, i, i, i, 6, -3, i, i
O=C(COC(=O)c1cc(Br)ccc1Cl)NC1CCCC1
→ i, i, i, 0, i, i, i, 0, -13, i, i
Cc1ncoc1C(=O)NC1CC(C)(C)Cc2c1cnn2-c1ccccc1 (centres undefined)
→ i, i, i, -1, i, i, i, 9, -8, i, i
O=C(CSc1ccc(-c2cccs2)nn1)N1CCCCC1
→ i, i, i, 1, i, i, i, 5, -9, i, i
CC(=O)Cc1nsc(NC(=O)c2ccc(-c3ccc(Cl)c(Cl)c3)o2)n1
→ i, i, i, -2, i, i, i, 10, -11, i, i
S=C(NCc1cccs1)Nc1cccc(Cl)c1Cl
→ i, i, i, -5, i, i, i, -1, -7, i, i

High-throughput results (PubChem)
